Glyco luc inh: blocks N-linked glycosylation in D54 reporter cells | D54 ERlucT glycosylation luciferase reporter, 24 h; percent of 100 nM tunicamycin response | reporter increase, % at 12.5 µM | 360,000 compounds, 0.23% hits | AID 588692;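 active = mean luciferase reporter signal, scaled so untreated is 0 and the glycosylation-blocking control 100, at or above a set limit in every replicate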;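 also: luciferase carries N-glycosylation sites so blocking glycosylation raises the light; 0% = median of neutral control wells and 100% = median of 100 nM tunicamycin wells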
PDI inh: PDI (human) enzyme inhibition; 350,000 compounds, 0.052% hits; inhibition, % at 10 µM; PDI insulin aggregation turbidity, A650, 90 min;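 active = mean inhibition across replicates of 30% or more, whatever share of single replicates reach that level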;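 also: absorbance from insulin aggregation driven by PDI reduction with DTT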
iPSC survival up: increases survival of single human iPS cells | 360,000 compounds, 0.044% hits | survival enhancement, % at 20 µM | AID 602274 | hiPSC single-cell survival, ATPlite luminescence; 100% = ROCK inhibitor wells, 0% = DMSO; in the data active = survival enhancement above about 18%;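 also: cells exposed to compounds for 16 hours before the ATP read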
Vif inh: inhibitors of HIV Vif. 340,000 compounds, 0.35% hits. inhibition, % at 7.49 µM. HEK293T cells, Vif self-association by quenched fluorescence, imaging, 24 h; in the data active = inhibition above about 50%, passing the limit was not always enough; also: some results filed as inactive read as strong as hits
aDG glyco act: alpha-DG glycosylation activation. activation, % at 10 µM. 360,000 compounds, 0.22% hits. AID 624168. Pro5-aDG cells, alpha-DG glycosylation AlphaScreen (IIH6); 0% Pro5, 100% B10-LARGE cell signal;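 active = activation of at least 8% versus controls, or a plate z-score of at least 8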;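 also: Pro5 are CHO cells carrying HIG-tagged alpha-DG that lacks glycosylation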
CaV13 FRET inh: Primary screen for inhibitors of IQ motif and Ca2+-dependent inactivation inhibitor domain binding in CACNA1D, Förster resonance energy transfer in living cells, … | HEK cells, CFP/YFP FRET ICDI-IQ, plate reader, 10 min; percent FRET-ratio fall versus neutral wells | inhibition, % at 12.3 µM | 340,000 compounds, 0.098% hits | AID 743397;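 active = mean replicate inhibition of at least 30% and at least 1% of replicates passing that level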;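 also: 0% = median of the neutral control wells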
H9c2 protect: protects H9c2 cardiomyocytes from peroxide injury; H2O2 injury protection, ATPLite, 2 h; 360,000 compounds, 0.63% hits; protection from H2O2 cell death, % at 20 µM;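 active = compounds giving at least 50% protection of heart cells from peroxide-induced death in the single-dose screen, raw or plate-pattern-corrected value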;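 also: 0% = DMSO wells with peroxide and 100% = DMSO wells without peroxide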
HTR2A ag: mouse HTR2A agonism via beta-arrestin recruitment | P35363 | CHO-K1 mHTR2A beta-arrestin complementation, luminescence; percent of 30 µM serotonin response | activation, % at 7.6 µM | 360,000 compounds, 0.66% hits;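 active = activation above a run cutoff, the mean activation of all tested compounds plus 3 SD, cut at about 14% in these data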;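 also: 0% = plate median of compound wells and 100% = 30 µM serotonin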
ABCB6 inh 2: blocks the human ABCB6 transporter | Q9NP58 | K562-ABCB6 porphyrin accumulation, flow cytometry, 1 h; stronger effect = lower value | fluorescence ratio to DMSO, % at 10 µM | 360,000 compounds, 0.19% hits;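 active = fluorescence ratio to DMSO below 75%, the collection mean minus 3 SD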;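 also: signal is porphyrin accumulated inside mitochondria; 100% equals median channel fluorescence of DMSO control wells; lower ratio means ABCB6 inhibition with less porphyrin fluorescence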
Target sequence (Q9NP58 whole entry, looked up): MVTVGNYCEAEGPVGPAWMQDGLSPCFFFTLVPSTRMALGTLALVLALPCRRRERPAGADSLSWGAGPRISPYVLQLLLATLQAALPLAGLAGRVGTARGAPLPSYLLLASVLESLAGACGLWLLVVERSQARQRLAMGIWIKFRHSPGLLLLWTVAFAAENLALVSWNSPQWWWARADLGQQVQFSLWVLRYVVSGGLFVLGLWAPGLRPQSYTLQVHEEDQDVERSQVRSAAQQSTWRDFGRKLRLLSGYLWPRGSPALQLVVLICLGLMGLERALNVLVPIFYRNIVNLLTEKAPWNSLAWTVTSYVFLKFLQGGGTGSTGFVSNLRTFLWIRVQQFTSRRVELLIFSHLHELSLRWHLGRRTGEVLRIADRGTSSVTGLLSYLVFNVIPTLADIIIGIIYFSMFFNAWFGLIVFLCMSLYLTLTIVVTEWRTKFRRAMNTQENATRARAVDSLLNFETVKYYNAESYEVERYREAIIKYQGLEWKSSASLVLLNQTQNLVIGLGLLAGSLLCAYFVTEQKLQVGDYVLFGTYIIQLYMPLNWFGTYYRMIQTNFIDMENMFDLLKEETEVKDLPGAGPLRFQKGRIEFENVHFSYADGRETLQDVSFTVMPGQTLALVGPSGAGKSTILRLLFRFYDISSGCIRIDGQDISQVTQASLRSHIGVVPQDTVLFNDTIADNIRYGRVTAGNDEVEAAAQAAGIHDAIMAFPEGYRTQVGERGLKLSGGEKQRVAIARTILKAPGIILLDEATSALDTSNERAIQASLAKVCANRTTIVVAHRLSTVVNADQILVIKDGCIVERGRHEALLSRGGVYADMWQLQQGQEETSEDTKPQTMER
Granule exo inh: lytic granule exocytosis inhibition | 360,000 compounds, 0.66% hits | TALL-104 LAMP-1 surface exposure, flow cytometry; cells stimulated with thapsigargin and PMA | inhibition, % at 10 µM | AID 651702;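 active = inhibition above about 55%, limit read from the data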
* hit, by the source's call; · = not tested or not shown.

Fields: iPSC survival up | Vif inh | HTR2A ag | aDG glyco act | Glyco luc inh | ABCB6 inh 2 | H9c2 protect | Granule exo inh | CaV13 FRET inh | PDI inh
O=C(NCC(=O)N(CC1CCCO1)C(C(=O)NC1CCCCC1)c1cccnc1)c1cccs1 (stereo unspecified)
    0.2 | -9 | 3 | 0.1 | 1 | 90 | 0 | 0 | -1 | 4
O=C(O)c1cccc2c1C(=O)c1cc([N+](=O)[O-])ccc1-2
    4.9 | 0 | 2 | 0.0 | 2 | 92 | -1 | -5 | -6 | -2
COc1ccccc1S(=O)(=O)Cc1ccc(C(=O)NC(C)c2ccc3c(c2)OCCO3)o1 (stereo unspecified)
    5.5 | -4 | -2 | 0.0 | 0 | 98 | 32 | -2 | -6 | -3
O=[N+]([O-])c1ccc(Sc2ccccc2Cl)nc1
    -0.7 | -1 | -4 | 3.1 | 6 | 93 | 11 | 20 | -4 | -10
c1ccc(-c2ccc3ncccc3n2)cc1
    0.1 | · | 2 | 0.0 | 2 | 105 | -3 | 2 | -6 | ·
Cc1nn(C(=O)c2ccoc2C)c(N)c1-c1ccccc1
    4.3 | 8 | -2 | -0.2 | 3 | 102 | -12 | -4 | -7 | ·
COc1ccc(-n2cc(CNCCCN3CCCC3=O)c(-c3ccccc3Cl)n2)cc1
    1.4 | 4 | -2 | 0.1 | 0 | 103 | -4 | 0 | -5 | 9
Cc1ccc(C(=O)NCC2CCCN2S(=O)(=O)c2cccs2)cc1C (stereo unspecified)
    1.8 | -4 | -8 | -0.1 | 3 | 98 | -2 | -7 | -6 | -1
COc1ccc(C2/C(=C(\O)c3ccc4c(c3)CC(C)O4)C(=O)C(=O)N2Cc2cccnc2)c(OC)c1 (stereo unspecified)
    -0.4 | 0 | 1 | -0.2 | -1 | 105 | 4 | -2 | · | 4
Cc1cccc(NC(=O)CNC(=O)[C@H]2O[C@@H](n3ccc(=O)[nH]c3=O)[C@H](O)[C@@H]2O)c1C
    2.0 | -2 | 2 | 0.2 | 2 | 93 | -5 | 14 | -3 | ·
NC(=O)C(Cc1ccccc1)N1C(=O)c2ccccc2C1=O (stereo unspecified)
    -0.8 | 5 | -1 | -0.2 | 1 | 101 | -1 | -3 | -6 | -6
CCCc1nnc(NC(=O)CCC(=O)NC2CCCCC2)s1
    -0.3 | 22 | -4 | 0.1 | -1 | 101 | 6 | -4 | -4 | -8
COc1cc(/C=C/C(=O)c2ccccc2O)cc(OC)c1OC
    -0.5 | -2 | -5 | 0.1 | 12 | 105 | 2 | 1 | · | ·
O=C(NNC1CC(=O)N(c2ccc(Br)cc2)C1=O)c1ccco1 (stereo unspecified)
    -0.1 | -1 | 3 | 0.2 | 1 | 101 | 3 | 2 | -4 | -1
COc1ccc(N(C(=O)c2ccncc2)S(=O)(=O)c2ccc(F)cc2)cc1
    -0.4 | -8 | 4 | -0.1 | 2 | 97 | 8 | -6 | · | 15

In the list so far, 4 have four or more nitrogen atoms.
Fields: iPSC survival up | Vif inh | HTR2A ag | aDG glyco act | Glyco luc inh | ABCB6 inh 2 | H9c2 protect | Granule exo inh | CaV13 FRET inh | PDI inh
O=C(NCC(=O)N(CC1CCCO1)C(C(=O)NC1CCCCC1)c1cccnc1)c1cccs1 (stereo unspecified)
    0.2 | -9 | 3 | 0.1 | 1 | 90 | 0 | 0 | -1 | 4
COc1ccc(-n2cc(CNCCCN3CCCC3=O)c(-c3ccccc3Cl)n2)cc1
    1.4 | 4 | -2 | 0.1 | 0 | 103 | -4 | 0 | -5 | 9
Cc1cccc(NC(=O)CNC(=O)[C@H]2O[C@@H](n3ccc(=O)[nH]c3=O)[C@H](O)[C@@H]2O)c1C
    2.0 | -2 | 2 | 0.2 | 2 | 93 | -5 | 14 | -3 | ·
CCCc1nnc(NC(=O)CCC(=O)NC2CCCCC2)s1
    -0.3 | 22 | -4 | 0.1 | -1 | 101 | 6 | -4 | -4 | -8

(continued)
Fields: iPSC survival up | Vif inh | HTR2A ag | aDG glyco act | Glyco luc inh | ABCB6 inh 2 | H9c2 protect | Granule exo inh | CaV13 FRET inh | PDI inh
COc1ccc(CCNC(=S)c2ccccc2)cc1OC
    -0.5 | -5 | -3 | 0.9 | -2 | 95 | -11 | 13 | -19 | -2
CN1/C(=C\C(=O)c2cccnc2)C(C)(C)c2ccccc21
    2.0 | 0 | 6 | 0.0 | 1 | 105 | -2 | -1 | -1 | 4
COc1cc2oc3ccccc3c2cc1N(CC(=O)N1CCCCC1)S(=O)(=O)c1ccc(C)cc1
    0.4 | -6 | 0 | 0.2 | -3 | 103 | -16 | 0 | · | -16
O=C(NCCCCNC(=O)C(F)(F)F)C(F)(F)F
    -0.8 | 4 | -2 | -0.4 | 1 | 98 | -1 | -4 | -4 | 3
Cc1oc(-c2ccccc2F)nc1CS(=O)(=O)CC(=O)NCCCc1ccccc1
    1.3 | 0 | 5 | -0.2 | 2 | 93 | -12 | 1 | -6 | ·
CCOC(=O)c1ccc(NC(=O)CSc2nc3c(c(=O)n2-c2ccccc2OC)SCC3)cc1
    -1.6 | -11 | 14 | 0.1 | -2 | 97 | 15 | 7 | -3 | ·
Cc1ccccc1N(CC(N)=O)S(C)(=O)=O
    4.1 | 2 | 3 | -0.1 | 1 | 105 | 0 | -2 | -5 | 4
CN(Cc1ccccc1)C(=O)c1cc2ccccc2o1
    -0.5 | 0 | -2 | 0.2 | 1 | 92 | -4 | 4 | -8 | 5
O=C(Nc1ccc(NC(=O)C2CC2)nc1)c1cccs1
    4.5 | · | -1 | -0.2 | -2 | 112 | -1 | 3 | · | -5
O=C(Cn1ccc([N+](=O)[O-])n1)Nc1ccccn1
    -0.4 | -2 | 0 | 0.0 | 1 | 107 | 7 | 1 | -6 | 5
COc1cccc(-c2nc(-c3ccc(NC(=O)Cc4ccccc4OC)cc3)no2)c1
    -3.0 | -5 | 0 | 0.4 | -4 | 97 | 1 | 4 | · | -5
NC(=O)CC(NC(=O)c1ccccc1)c1ccc(NCCN2CCCCC2)c([N+](=O)[O-])c1 (stereo unspecified)
    -0.2 | -4 | 2 | -0.2 | 0 | 95 | 3 | 3 | -11 | -14
Cc1ccc(C(=O)NC(C)c2ccccc2)cc1Br (stereo unspecified)
    -0.6 | · | 0 | 0.1 | -2 | 100 | -4 | 0 | -4 | 0
CN(C(=O)CSc1ccccc1C(=O)O)C1CCCCC1
    -0.8 | 4 | -3 | 0.2 | -4 | 101 | 3 | -2 | · | -2
O=C(NCCc1ccc(F)cc1)NC12CC3CC(CC(C3)C1)C2
    -0.3 | -8 | -3 | 0.2 | -7 | 101 | -2 | -1 | -9 | -1

Other records:
Fields: iPSC survival up | Vif inh | HTR2A ag | aDG glyco act | Glyco luc inh | ABCB6 inh 2 | H9c2 protect | Granule exo inh | CaV13 FRET inh | PDI inh
CCOc1ccc(Cn2nnc(C(=O)Nc3cc(C)cc(C)c3)c2N)cc1
    -1.3 | 9 | -5 | 0.0 | 2 | 103 | -20 | -5 | -2 | ·
CC(C)(C)S(=O)(=O)c1cnc(N2CCOCC2)nc1N
    -0.5 | 2 | 2 | -0.1 | 6 | 94 | -1 | -5 | 1 | -5
CCOc1ccc(N2CC(=O)N(c3ccc(OCC)cc3)CC2=O)cc1
    1.0 | -4 | -2 | -0.1 | 2 | 95 | 6 | -2 | -4 | -6
COC(=O)C(O)(NC(=O)OCc1ccccc1)C(F)(F)F (stereo unspecified)
    3.2 | -8 | -1 | 0.3 | 7 | 97 | 0 | -3 | -6 | -3
Cc1ccc2c(c1)c1c3n2CCN(C(=O)CCl)C3CCC1 (stereo unspecified)
    -0.6 | 0 | 3 | 0.5 | 9 | 101 | -4 | 35 | -22 | 59*
COc1cccc(C=C(C#N)C(=O)c2ccccc2)c1
    1.2 | 0 | -4 | 0.2 | 4 | 98 | 5 | 4 | -9 | ·
CC(C)Cn1c(N)c(C(=O)COC(=O)c2c(F)cccc2F)c(=O)n(C)c1=O
    4.9 | -4 | 7 | 0.7 | -3 | 117 | -16 | -2 | 4 | -1
Cc1c(NC(=O)C(=O)N/N=C/c2cccs2)c(=O)n(-c2ccccc2)n1C
    -0.7 | 3 | -2 | -0.1 | 0 | 94 | 1 | -7 | -15 | 10
Cc1nc(SCC(=O)NC(C)c2ccccc2)c2oc3ccccc3c2n1 (stereo unspecified)
    -2.4 | 3 | -1 | 3.4 | 1 | 94 | 8 | 1 | -4 | -5
COc1ccccc1/C=C1\Oc2cc(OC(=O)N3CCOCC3)ccc2C1=O
    -0.3 | -3 | 2 | 0.1 | -1 | 92 | 0 | -6 | -5 | 4
Cc1nn(-c2ccccc2)c2[nH]c(=O)c(CNCc3ccc4c(c3)OCO4)cc12
    -0.4 | 21 | -1 | -0.3 | 1 | 90 | 1 | 0 | 1 | 4
COc1ccc(CN(C)C2CCCCC2)cc1
    -1.6 | 9 | -2 | -0.2 | -1 | 103 | -1 | -1 | -7 | 8
O=C(O)c1cccc(S(=O)(=O)N2CCC(Cc3ccccc3)CC2)c1
    0.6 | -3 | -2 | 0.0 | -1 | 102 | 4 | 2 | -6 | 17
Cc1cc(C(=O)COC(=O)c2ccc(O)cc2)c(C)n1Cc1ccco1
    1.0 | 0 | 0 | -0.2 | -7 | 99 | -5 | 6 | -3 | 10
Nn1c(=O)[nH]c2ccccc2c1=O
    -0.2 | 12 | 0 | -0.1 | 1 | 98 | -1 | -6 | · | ·

New compounds follow:
Fields: iPSC survival up | Vif inh | HTR2A ag | aDG glyco act | Glyco luc inh | ABCB6 inh 2 | H9c2 protect | Granule exo inh | CaV13 FRET inh | PDI inh
COc1cc(CNc2ccc3[nH]c(=O)[nH]c3c2)ccc1OCc1ccccc1C
    -0.4 | 15 | -3 | 0.1 | -2 | 75 | -7 | 6 | -22 | -5
CCOc1cc(C2C(C(=O)OC(C)C)=C(C)N=C3SCCC(=O)N32)ccc1OC(C)=O (stereo unspecified)
    0.1 | 0 | 4 | -0.2 | 0 | 97 | 2 | 0 | -2 | -3
O=C(CSc1ccc(-c2ccc(Cl)cc2)nn1)N1CCCc2ccccc21
    -0.6 | 3 | -7 | 0.3 | -1 | 95 | -4 | 1 | -4 | 2
O=[N+]([O-])c1ccc(C2CCCC/C2=N\OCc2cccc(F)c2)c([N+](=O)[O-])c1 (stereo unspecified)
    -1.6 | -7 | -3 | -0.4 | -8 | 95 | 2 | -2 | -4 | -2
COCCNC(=O)C1CCN(S(=O)(=O)N2CCC3(CC2)OCCO3)CC1
    -2.2 | -14 | 2 | -0.1 | 3 | 98 | 6 | -4 | -8 | 4
CC(C)(C)NC(=O)C(=O)N/N=C/c1ccc(Br)cc1
    -3.0 | 3 | 5 | -0.2 | 0 | 101 | -1 | -4 | · | 8
C[C@@H]1CN([C@H](C)CO)C(=O)c2cc(Br)cnc2O[C@H]1CN(C)Cc1ccccc1
    1.1 | -1 | 1 | 0.1 | 1 | 94 | -3 | -9 | -8 | -11
CCc1cc2c(SCC(=O)N3CCN(C(=O)c4cccs4)CC3)ncnc2s1
    -0.5 | -6 | 2 | 0.1 | 1 | 97 | 0 | -18 | -6 | -4
CC(=O)OCC1(C)CN(c2ccccc2)NC1=O (stereo unspecified)
    -1.9 | · | 1 | 0.1 | 4 | 105 | 10 | 1 | 2 | -7
CC(=O)c1ccc(CCCC(=O)O)cc1
    -0.2 | -2 | 7 | 0.0 | 1 | 98 | -4 | 8 | -3 | 2
CCc1ccc(NC(=O)CSc2nc(=O)n(CCCN3CCOCC3)c3c2CCC3)cc1
    0.5 | -13 | -3 | 0.2 | 0 | 97 | -3 | 1 | -7 | -1

Screens: PubChem BioAssay, several laboratories
